MT1-MMP act inh – MT1-MMP (human) activation inhibition | 360,000 compounds, 0.061% hits | GFP/RFP ratio change, % at 20 µM | P50281 | HT1080 RFP-PRO-GFP cells, GFP/RFP ratio fluorescence, overnight; percent of plate control window, DMSO zero;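 active means GFP/RFP ratio change of at least 30% with cell ATP level not reduced by more than half and red fluorescence within 50% of control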; further: strong numbers were not always called active
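Material: RFP-PRO-GFP reporter HT1080 cells. Dosing: single-point 20 µM compound, 1% DMSO. Controls: DMSO and RFP-L50D-GFP cell wells. Timing: cells overnight before dosing, compound overnight, 37 °C, 5% CO2. Measure: GFP/RFP fluorescence ratio.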
SKN-1 inh – C. elegans SKN-1 inhibition | inhibition, % at 21.8 µM | 360,000 compounds, 0.49% hits | AID 624304 | C. elegans VP596 Pgst-4::GFP/RFP ratio, acrylamide-induced, 24 h;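 active means interference check ratio from 0.5 to 1.5 plus GFP to RFP signal ratio inhibition reaching or exceeding a fixed threshold, cut at about 30% in these data, passing the limit was not always enough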; further: some compounds called inactive have numbers as strong as hits
NadD block – inhibitors of Staphylococcus aureus NadD. purified NadD enzyme, colorimetric absorbance read-out. inhibition, % at 20 µM. 360,000 compounds, 0.78% hits; in the data active means inhibition above about 26%; further: some compounds past the cut are filed as inactive
SUMO1 PPI mod – modulators of human SUMO1-mediated protein-protein interactions; AID 602429; inhibition, % at 20 µM; 360,000 compounds, 0.33% hits; P63165; SUMO1 binding to a labelled peptide, TR-FRET, 1 h; in the data active means inhibition above about 37%
Target sequence (P63165 whole entry, looked up): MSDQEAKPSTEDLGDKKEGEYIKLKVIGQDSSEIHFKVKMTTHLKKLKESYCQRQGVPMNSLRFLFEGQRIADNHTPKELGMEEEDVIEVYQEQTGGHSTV
STEP inh – STEP (human) phosphatase inhibition; inhibition, % at 20 µM; recombinant STEP, OMFP fluorogenic substrate, fluorescence; 360,000 compounds, 0.25% hits;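 active means inhibition at 20 µM, scaled per plate between control wells, above about 37%, limit read from the data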;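 further: 0% = DMSO with enzyme and substrate and 100% = substrate only without enzyme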
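System: STEP phosphatase, cell-free reaction; Buffer or medium: Bis-Tris pH 6.0 buffer with DTT, detergent; Incubation: 20 min at room temperature, dark; Measured by: fluorescence, 480/540 nm.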
DNMT1 block – DNMT1 (human) enzyme inhibition | P26358 | inhibition (reported as % activation of signal), % at 10 µM | 360,000 compounds, 0.83% hits | DNMT1 molecular beacon, Hinp1I cleavage, fluorescence | AID 588458; in the data active means inhibition above about 50%
Scp1 inh – blocks human Scp-1 phosphatase activity; Recombinant Scp1, phosphopeptide, malachite green phosphate absorbance; inhibition, % at 20 µM; 340,000 compounds, 0.88% hits; AID 493091;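 active means inhibition above about 50% at 20 µM, limit read from the data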;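 further: plate controls were DMSO wells with enzyme for no effect and wells lacking enzyme for full effect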
Target sequence (Q9GZU7 76-261 limits assumed): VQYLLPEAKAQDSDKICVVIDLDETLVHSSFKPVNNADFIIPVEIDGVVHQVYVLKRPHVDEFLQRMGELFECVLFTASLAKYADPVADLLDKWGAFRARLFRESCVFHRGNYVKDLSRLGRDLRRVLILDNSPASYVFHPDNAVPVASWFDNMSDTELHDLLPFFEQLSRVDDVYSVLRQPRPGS
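Incubation: 45 min enzyme reaction at room temperature / System: truncated SCP-1 phosphatase (76-261aa) / Reagent: Phospho 17-mer peptide substrate / Buffer or medium: Acidic Tris acetate buffer with magnesium and detergent / Signal: absorbance at 630 nm / Doses: one concentration, 20 µM, with 1.0% DMSO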
NRP1-CendR mod – modulators of CendR peptide binding to human neuropilin-1; O14786; inhibition, % at 25 µM; 360,000 compounds, 0.85% hits; FAM-RPARPAR peptide binding to NRP-1, fluorescence polarization;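 active means inhibition or corrected inhibition above about 18%, plus a signal ratio from 0.5 to 1.5, limit read from the data, passing the limit was not always enough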; further: strong numbers were not always called active
Rpn11 block – blocks the human proteasome subunit Rpn11 | O00487 | 360,000 compounds, 0.59% hits | calls only at 20 µM | human 26S proteasome, Ub4-pepOG fluorescence polarization; 20S core pre-blocked with epoxomicin;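 active means inhibition at 20 µM, scaled to each plate's controls, above about 33%, limit read from the data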
Target sequence (O00487 whole entry, looked up): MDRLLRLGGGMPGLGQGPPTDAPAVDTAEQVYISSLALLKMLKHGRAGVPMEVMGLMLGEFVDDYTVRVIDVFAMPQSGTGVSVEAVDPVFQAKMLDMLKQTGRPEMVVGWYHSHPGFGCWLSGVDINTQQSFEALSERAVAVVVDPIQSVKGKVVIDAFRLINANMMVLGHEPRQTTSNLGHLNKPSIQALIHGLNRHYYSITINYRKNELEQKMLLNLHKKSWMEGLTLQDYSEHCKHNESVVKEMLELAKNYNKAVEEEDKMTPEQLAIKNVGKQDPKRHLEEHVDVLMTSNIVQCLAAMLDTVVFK
LMPTP inh – LMPTP (human) inhibition; 360,000 compounds, 0.22% hits; recombinant LMPTP-A, OMFP fluorogenic substrate, fluorescence intensity; inhibition, % at 20 µM; P24666; AID 651560;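 active means compounds that cut the enzyme signal by at least half of the control window in the single-dose screen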;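 further: plate controls were DMSO wells with enzyme plus substrate for no effect and substrate without enzyme for full effect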
Target sequence (P24666 whole entry, looked up): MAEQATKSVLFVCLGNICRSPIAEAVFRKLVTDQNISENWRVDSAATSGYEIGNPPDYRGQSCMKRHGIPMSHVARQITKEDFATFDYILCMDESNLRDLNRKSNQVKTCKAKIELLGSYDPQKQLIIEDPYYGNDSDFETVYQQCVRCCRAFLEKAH
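Buffer or medium: Bis-Tris pH 6.0, DTT, detergent; Assay system: LMPTP-A enzyme; Quantity: 0.625 nM enzyme; Detection: endpoint fluorescence intensity; Times: 50 min dark incubation at room temperature; Controls: substrate-only low control, DMSO enzyme-plus-substrate high control; Doses: single 20 µM dose; Read-out: percent inhibition versus substrate-only and uninhibited controls; Reagent: 400 µM OMFP.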
Numbers without * were called inactive; i = inactive; x = no result given.

SMILES	MT1-MMP act inh	SKN-1 inh	NadD block	SUMO1 PPI mod	STEP inh	DNMT1 block	Scp1 inh	NRP1-CendR mod	Rpn11 block	LMPTP inh
O=C(c1cc(-c2ccc(Cl)cc2Cl)on1)N1CCN(C(=O)c2ccco2)CC1	-7	-9	-1	2	0	1	0	-14	i	-0.8
Nc1nc(NCCN2CCOCC2)nc(NCc2ccccc2)c1[N+](=O)[O-]	-4	-3	3	-11	-2	-1	-7	-11	i	-1.0
CC(C)(C)c1cc(NC(=O)c2cc(F)c(F)c(F)c2F)no1	-1	11	2	4	3	3	-2	-2	i	-4.3
O=C(NCCOC(=O)c1ccc(Cl)c(S(=O)(=O)N2CCCCC2)c1)c1ccncc1	1	-13	-3	0	-7	2	10	-2	i	-1.1
N#CCCn1cc(C(=O)NCc2ccccc2)c(-c2cccs2)n1	-1	12	-3	-2	-4	-4	-7	2	i	-0.1
CCOC(=O)c1nnn(-c2nonc2N)c1CSc1nnc(N)s1	6	2	1	2	1	2	-4	-2	i	-2.2
O=C(NCc1ccccc1)c1c[nH]c2cc3c(cc2c1=O)OCCO3	3	-2	-4	5	0	4	2	4	i	1.1
Cc1c(CN2CCC(Oc3ccc(C(=O)N4CCCCC4)cc3)CC2)cnn1C	-2	0	-2	3	-5	4	-5	-8	i	-1.0
COc1ccc2c(Cl)cc(NC(=O)Nc3c(C)cccc3C)nc2c1	-4	23	22	-19	4	20	x	-5	i	-0.6
COc1ccc(-n2c(SCC(=O)O)nc3sc4c(c3c2=O)CCCC4)cc1	-3	-13	-4	9	2	0	-3	-15	i	0.4
CCN1C(=O)C(O)(CC(=O)C(C)(C)C)c2cc(Br)ccc21 (stereo not given)	2	11	-2	-2	0	6	-7	5	i	-2.2
COc1ccc(C(=O)NNC(=O)C(NC(=O)c2ccccc2NC(=O)c2ccco2)C(C)C)cc1 (stereo not given)	4	9	1	1	2	0	-3	-5	i	0.5
COC(=O)C1=C(Nc2ccc(C)cc2)C=C(C)C(C(=O)OC)C1c1ccc(OC)cc1 (stereo not given)	-5	10	6	-2	-1	-3	-2	-17	i	1.2
Cc1ccc2nc(-c3ccc(SCC(=O)O)nc3)[nH]c2c1	-2	10	1	14	-8	-4	1	-2	i	-0.9
N#Cc1cc2c([nH]c1=O)CCCC2	-1	2	-4	2	-2	1	-7	16	i	-0.8
CC(C)CCNC(=O)C1C2C=CC3(CN(Cc4ccccc4Cl)C(=O)C13)O2 (stereo not given)	-1	-2	4	0	-2	-32	-10	-6	i	1.4
O=C1CCC(C(=O)N2CCN(c3ccccc3)CC2)CN1Cc1ccc(Cl)cc1 (stereo not given)	4	-13	-2	8	2	4	x	0	i	-1.6
O=C1Nc2ccc3sc4ccccc4c3c2C1=O	0	15	1	55*	96*	24	93*	6	i	77*
c1ccc(CSc2nnc([C@@H]3CCCN3)o2)cc1	3	-3	0	-4	0	4	-9	-7	i	-1.6
COc1cccc(N=Nc2c(=O)[nH]n3c(=O)cc(C)[nH]c23)c1	1	12	7	-26	2	-3	9	10	i	3.6
CCCCNC(=O)CN1C(=O)NC(CCc2ccccc2)C1=O (stereo not given)	1	-4	-6	3	-5	-2	-12	-6	i	-1.6
Cc1ccc(NN=C2c3ccccc3-c3ccccc32)cc1	4	-4	6	-12	1	-8	-7	3	i	2.9
COc1ccc(C(CC(=O)c2ccc(C)cc2)Sc2ccccc2N)cc1 (stereo not given)	1	4	14	-4	2	-5	x	6	i	3.1
O=C(O)/C=C/c1ccc(Oc2ncccn2)cc1	3	1	0	2	1	1	-1	-6	i	-0.8

In the list so far, these have a COOH group.
SMILES	MT1-MMP act inh	SKN-1 inh	NadD block	SUMO1 PPI mod	STEP inh	DNMT1 block	Scp1 inh	NRP1-CendR mod	Rpn11 block	LMPTP inh
COc1ccc(-n2c(SCC(=O)O)nc3sc4c(c3c2=O)CCCC4)cc1	-3	-13	-4	9	2	0	-3	-15	i	0.4
Cc1ccc2nc(-c3ccc(SCC(=O)O)nc3)[nH]c2c1	-2	10	1	14	-8	-4	1	-2	i	-0.9
O=C(O)/C=C/c1ccc(Oc2ncccn2)cc1	3	1	0	2	1	1	-1	-6	i	-0.8

Full records, looked up by structure. Screens in order: MT1-MMP act inh	SKN-1 inh	NadD block	SUMO1 PPI mod	STEP inh	DNMT1 block	Scp1 inh	NRP1-CendR mod	Rpn11 block	LMPTP inh
CCOC(=O)c1nnn(-c2nonc2N)c1CSc1nnc(N)s1 is listed as 6	2	1	2	1	2	-4	-2	i	-2.2
COc1cccc(N=Nc2c(=O)[nH]n3c(=O)cc(C)[nH]c23)c1 is listed as 1	12	7	-26	2	-3	9	10	i	3.6

(more compounds)
SMILES	MT1-MMP act inh	SKN-1 inh	NadD block	SUMO1 PPI mod	STEP inh	DNMT1 block	Scp1 inh	NRP1-CendR mod	Rpn11 block	LMPTP inh
COc1cc(C(=O)OCC(=O)c2cc(C)n(C)c2C)cc(OC)c1OC	4	-13	-5	1	1	1	5	-3	i	-0.5
Cc1cc(C)c(C)c(S(=O)(=O)N2CCN(c3ncnc4sc(C)c(C)c34)CC2)c1C	-8	17	4	0	4	0	20	3	i	4.5
Cc1cc(C)n(-c2n[nH]c(=O)c3ccccc23)n1	-1	-7	0	-4	2	1	-8	2	i	-1.8
CCOc1cccc(/C=C(\C#N)C(=O)NC2CC2)c1	-3	4	-1	-4	0	-3	-8	-9	i	-0.1
COc1ccc(C(=O)Nc2ccc(S(=O)(=O)NC(C)(C)C)cc2)cc1[N+](=O)[O-]	-2	-10	-5	-17	-2	10	11	0	i	0.6
O=C1C=C(c2cccc(CO)c2)C[C@@H](c2ccc(F)cc2)C1	-2	-6	-4	-18	3	-3	-8	-30	i	-1.0
CCn1c(SCC(=O)NC2CCCC2)nnc1-c1ccccn1	5	-6	-1	7	-1	-4	-2	0	i	0.0
CCCCC1=C(C(=O)OCC)C(C(=O)OCC)Oc2ccccc21 (stereo not given)	-3	0	5	-2	1	11	-7	3	i	4.0
CCC(C)[C@H](NC(=O)NC1CCCc2ccccc21)C(=O)O (stereo not given in full)	-9	-5	-1	0	-2	1	-2	7	i	1.6
O=C(NCCCO)C(=O)Nc1cc2c3c(c1)CCC(=O)N3CCC2	-4	-12	-2	3	-3	3	-16	5	i	-1.7
COc1cccc(OC)c1C(=O)Nc1ccc(CN2CCOCC2)cc1	-10	11	2	1	0	2	11	0	i	1.0
COC(=O)CNC(c1ccccc1)c1cc(Br)ccc1NC(C)=O (stereo not given)	3	6	-3	3	1	-2	-5	-17	i	-0.7
CCOC(=O)C1=C(CSc2nc3c(cc2C#N)CN(C)CC3)OC(N)=C(C#N)C1c1ccncc1 (stereo not given)	-41	13	4	0	-2	-14	-5	-9	i	7.5
Cn1cccc1/C=C(\C#N)C(N)=S	x	-13	3	-12	-1	9	3	-25	i	0.0
CCCc1nc2c([nH]1)c(=O)n(C)c(=O)n2C	-3	2	-6	-3	1	-1	4	-2	i	-1.5
O=C1NC(=O)/C(=C\c2ccc(N3CCOCC3)o2)N1	x	13	1	-7	2	7	3	-13	i	0.4
Cc1ccc(-c2nn3c(-c4ccco4)nnc3c3ccccc23)cc1S(=O)(=O)NCC1CCCO1 (stereo not given)	13	-3	3	0	-3	15	-7	-3	i	2.2
O=C(Nc1nc2ccccc2[nH]1)c1ccc(S(=O)(=O)N2CCOCC2)cc1	-1	3	-5	7	5	1	3	7	i	-0.3
N#Cc1ccccc1S(=O)(=O)N1CCN(C(=O)C2CCCC2)CC1	0	-5	5	-4	-2	0	-6	12	i	-1.1
NC(=O)C12C(=O)NC(=O)C1(C(=O)O)C21CCCC1 (stereo not given)	5	19	-3	-9	0	-1	5	12	i	-2.8
CC(OC(=O)[C@@H](NS(=O)(=O)c1ccccc1)C(C)C)C(=O)c1c(N)n(C)c(=O)n(C)c1=O (stereo not given in full)	1	-4	1	0	1	2	x	-12	i	-0.5
CCC(C)Cn1c(C(C)O)nc2ccccc21 (stereo not given)	-3	-7	1	5	0	1	3	-5	i	0.1
CCS(=O)(=O)Nc1cccc(-c2nc3cccnc3s2)c1C	-1	-7	-7	2	1	-1	-5	-3	i	-2.4
CC(=O)c1ccc(S(=O)(=O)N2CCCC2)cc1	-3	-7	-1	-11	-2	0	-3	-3	i	-1.6
O=C(NCc1ccc(F)cc1)c1cc(S(=O)(=O)N2CCCCC2)c[nH]1	2	1	-4	-2	-2	1	9	-11	i	0.5
COc1ccc(C(=O)Cn2cnc3ccccc3c2=O)c(OC)c1	-3	6	-2	0	-3	0	-2	-7	i	-0.3
C=C(CC[C@@H](O)C(C)(C)O)[C@H]1CC[C@]2(C)[C@@H]1CCC1[C@@]3(C)CCC(=O)C(C)(C)C3CC[C@]12C (stereo not given in full)	-1	6	2	2	3	-4	4	28*	i	-0.1
COc1ccccc1CN1CC(C(=O)N(Cc2cnn(C)c2)C(C)C)CCC1=O (stereo not given)	-2	4	6	4	2	-3	-3	-1	i	-0.3
Cc1c(C(=O)N2CCCC2)nnn1-c1nonc1N	3	-7	-1	0	3	2	-12	2	i	-3.5
CCCn1nc(C(=O)NC2CCCc3ccccc32)c2ccccc2c1=O (stereo not given)	-7	7	-11	2	3	-5	-8	-2	i	-0.6
O=C(c1cccc([N+](=O)[O-])c1)N1CCN(c2ncccn2)CC1	-2	-7	1	-16	0	1	-4	5	i	-0.6
CCCN1CCN(CCCNC(=O)CN2C(=O)COc3ccccc32)CC1	0	4	0	-1	2	4	-9	-5	i	-4.4
CC(=O)Nc1ccc(S(=O)(=O)N2CCC(n3cnc4cc(F)ccc43)CC2)cc1	2	28	4	-10	2	-1	4	0	i	-1.2
Cc1ccc(CNC(=O)c2ccc(Br)o2)cc1	6	9	-3	-3	2	3	-3	4	i	-1.8
Cc1[nH]c2ccc(F)cc2c1CCN1C(=O)OC(C)(C)C1(C)O (stereo not given)	2	-1	-6	7	-1	-1	-9	-7	i	-0.9
Cn1c(-c2ccc(Br)o2)nc2cc(Br)ccc21	7	43*	0	-5	-3	-5	-1	-14	i	1.3
COc1ccc(/C=N/Nc2ncnc3sc(C)c(C)c23)cc1	4	7	2	-6	-4	-9	-2	-10	i	0.8
COc1ccc(C(C(O)C(=O)c2c[nH]c3ccccc23)N2CCN(c3ccccc3)CC2)cc1 (stereo not given)	8	-6	8	-2	-3	-11	0	-5	i	0.4
CC1=NN2C(=N)/C(=C\c3cc(C)n(-c4ccc(C)cc4)c3C)C(=O)N=C2S1	-1	-18	11	-13	-3	0	-7	16	i	-1.5
N#Cc1ccccc1S(=O)(=O)N1CCN(c2nc(-c3cccnc3)nc3ccccc23)CC1	-7	-2	10	-15	-2	-1	-2	-12	i	5.9

Screening results from PubChem.
